Source: PubChem BioAssay (several laboratories)
Spn MK inh: inhibitors of Streptococcus pneumoniae mevalonate kinase; purified MK, PK/LDH-coupled NADH absorbance 340 nm; inhibition, % at 10 µM; 65,000 tested, 0.48% active;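 active means ranked among the strongest by inhibition in the single 10 µM screen, a fixed top-ranked set picked for dose follow-up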; further: no value below 0 was filed
Spn DPM-DC inh: blocks S. pneumoniae diphosphomevalonate decarboxylase. 65,000 tested, 0.49% active. AID 556. purified DPM-DC, PK/LDH coupled NADH fluorescence. calls only at 10 µM;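 active means the 320 compounds with the highest percent inhibition in the single-dose primary screen, excluding strongly autofluorescent ones, cut at about 32% in these data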;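 further: kinetic rate of NADH fluorescence loss reporting ADP formed by the decarboxylase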
HPDE-C7 viability: cytotoxicity in HPDE-C7 cells, cell-based, fluorescence, HTS (AID 430); HPDE-C7 pancreatic duct cells viability, fluorescence; higher % means a stronger effect; cytotoxicity, % at 10 µM; hits with a dose series show EC50 in µM; 63,000 tested, 1.8% active;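 further: cells exposed to compound for 48 hours before viability readout; 0% = vehicle and 100% = reference cytotoxic drug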
LYP phosphatase: LYP phosphatase inhibitors, primary screen, biochemical, DiFMUP fluorescence, recombinant catalytic domain, 10 µM (AID 606); recombinant LYP catalytic domain, DiFMUP fluorescence; higher % means a stronger effect; inhibition, % at 10 µM, or IC50 in µM where a hit was titrated; 52,000 tested, under 10 active;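 active means IC50 under 40 µM in the dose-response test; inactive means IC50 of 40 µM or more, or never dose-tested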
HT1080 viability: HT1080 cell viability loss – fluorescence readout (AID 620) | HT1080 viability, fluorescence; higher % means a stronger effect | 87,000 tested, 0.42% active | one-dose cytotoxicity, % at 10 µM; EC50 in µM for titrated hits;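 further: cells exposed to compound overnight then 4 h with Alamar Blue; 0% = vehicle DMSO and 100% = killing control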
KRASV12 cytotoxicity: cytotoxicity in KRAS-transformed pancreatic duct cells, primary screen, cell-based, fluorescence, HTS (AID 431) | HPDE-C7K KRASV12 cells, Alamar Blue viability, 48 h; higher % means a stronger effect | one-dose cytotoxicity, % at 10 µM; EC50 in µM for titrated hits | 63,000 tested, 1.7% active;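 active means compounds whose percent cytotoxicity in the single-dose primary screen, scaled between solvent and toxic-drug controls, exceeds 50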;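 further: 0% = DMSO solvent wells and 100% = doxorubicin-treated wells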
Bfl-1 inhibitors: Bfl-1 inhibitors, primary screen, biochemical, fluorescence polarization, FITC-Bid, mouse (AID 432). FITC-Bid BH3 peptide fluorescence polarization displacement; higher % means a stronger effect. 64,000 tested, 0.02% active. displacement, % at 20 µM, or IC50 in µM where a hit was titrated; in the data active means a potency from the dose series; inactive means the rest, 99 in 100 with displacement below about 15%; further: strong numbers were not always called active
PMK inhibit: S. pneumoniae PMK inhibition | purified PMK, PK/LDH-coupled NADH absorbance 340 nm | inhibition, % at 10 µM | 65,000 tested, 0.49% active;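 active means top-ranked compounds by inhibition in the single 10 µM screen, taking a fixed number of the strongest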;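 further: 0% = full reaction with DMSO carrier and 100% = background rate without enzyme reaction; no value below 0 was filed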
Alkaline phosphatase: inhibition of tissue-nonspecific alkaline phosphatase – biochemical, luminescent (AID 518) | 64,000 tested, 0.09% active | purified TNAP enzyme, luminescent substrate readout; higher % means a stronger effect | inhibition, % at 20 µM; hits with a dose series show IC50 in µM; in the data active means a potency from the dose series; inactive means the rest, 99 in 100 with inhibition below about 22%;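 further: plate controls were vehicle for no effect and reference inhibitor for full effect; many of its hits are not listed in these tables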
PMK inhibit pilot replicates: further read-out of PMK inhibit, marked with its call; inhibition, %; measured here: pilot screen replicates
Spn MK inh pilot replicates: also measured in Spn MK inh; calls as there; inhibition, %; measured here: pilot screen replicates
Spn DPM-DC inh pilot screen %: also measured in Spn DPM-DC inh; calls as there; inhibition, %; measured here: pilot screen trials
The depositor's hits bear a star; i = inactive; nt = no result given. Unless noted, no stated cut-off is given here; in the data, active means cytotoxicity above about 50%; inactive means the rest.

SMILES	Spn MK inh	Spn DPM-DC inh	HPDE-C7 viability	LYP phosphatase	HT1080 viability	KRASV12 cytotoxicity	Bfl-1 inhibitors	PMK inhibit	Alkaline phosphatase	others
CCN(CC)CCNC(=O)CS(=O)Cc1nc(-c2ccc(C)cc2)oc1C (centres undefined)	3	i	-12%	nt	-7%	-2%	-3%	3	4%
C=CCOC(=O)C1=C(C)Nc2nnnn2C1c1cc(OC)ccc1OC (centres undefined)	6	i	-5%	nt	31%	-5%	-7%	12	3%
CN(Cc1ccccc1)Cc1ccccc1F	31	i	-4%	nt	-4%	-4%	-10%	2	6%
O=C(O)CCC(=O)c1ccc2c(c1)OCCCO2	9	i	9%	2%	-5%	-7%	-5%	12	0%
CCC(Sc1nncn1C)C(=O)Nc1ccccc1OC (centres undefined)	8	i	-5%	10%	9%	-6%	0%	9	7%
O=C(Nc1cccc(NC(=O)c2ccco2)c1)c1ccc2c(c1)OCO2	5	i	7%	nt	11%	17%	-5%	3	14%	PMK inhibit pilot replicates=4.5;Spn MK inh pilot replicates=0.5;Spn DPM-DC inh pilot screen %=1.5
CCC1CCCCN1C(=O)Cn1c(C(=O)OC)cc2sc(Cl)cc21 (centres undefined)	8	i	8%	nt	27%	-5%	1%	10	8%	PMK inhibit pilot replicates=2.5;Spn MK inh pilot replicates=1.5;Spn DPM-DC inh pilot screen %=0.0
Cn1c(NCC2CCCO2)nc2c1c(=O)n(Cc1ccccc1)c(=O)n2C (centres undefined)	13	i	5%	5%	-15%	12%	-1%	10	13%
Cn1c(C(=O)N2CCCC(C(=O)O)C2)cc2sccc21 (centres undefined)	7	i	-6%	2%	4%	8%	-3%	10	5%
Cc1cc(NC(=O)COc2ccc(Cl)cc2Cl)n(CCC#N)n1	5	i	-14%	3%	1%	-12%	-11%	13	9%
COc1cc(S(=O)(=O)N2CCCC3(CCCCC3)C2)ccc1-n1cnnn1	6	i	78%*	-2%	4%	76%*	-2%	0	5%
COc1ccc(-c2nc(-c3ccc(NC(=O)c4ccncc4)cc3)no2)cc1OC	2	i	7%	8%	0%	2%	-3%	3	13%
O=C(NC1CC1)c1scc2c1OCCO2	7	i	-7%	nt	-13%	-8%	-8%	15	10%
CCOC(=O)N1CCC(N2C(=O)c3ccc(C(=O)Nc4ccc(F)cc4F)cc3C2=O)CC1	8	i	-15%	3%	nt	-14%	-1%	1	1%
O=C(CSc1nc2c(c(=O)n1-c1ccc(Br)cc1)SCC2)Nc1nccs1	0	i	10%	-3%	3%	7%	3%	15	12%
CCOC(=O)c1ccc(Nc2ncnc3nc[nH]c23)cc1	13	i	-15%	nt	-9%	10%	-5%	0	3%
CCOC(=O)N1CCC(NC(=O)CCN2C(=O)C3C4C=CC(C4)C3C2=O)CC1 (centres undefined)	0	i	-14%	-9%	-4%	-6%	0%	6	6%
Cc1ccc(C)n1-c1ccc(C(=O)N2CCOCC2)cc1	6	i	0%	15%	10%	-1%	-3%	3	13%
CCOc1cccc(-c2nnc3sc(C4CCCCC4)nn23)c1	0	i	3%	nt	-4%	-5%	-4%	0	21%
COC(=O)c1c(NC(=O)CC2SCC(C(=O)OC)NC2=O)sc2c1CCCC2 (centres undefined)	2	i	-11%	-7%	6%	-15%	6%	0	5%
COCCSc1nnc(NC(=O)CSCc2ccccc2)s1	4	i	8%	1%	4%	16%	-2%	0	18%	PMK inhibit pilot replicates=3.5;Spn MK inh pilot replicates=0.0;Spn DPM-DC inh pilot screen %=0.0
CCc1ccccc1NS(=O)(=O)c1cc(C)ccc1OC	8	i	-4%	-4%	nt	6%	-2%	7	5%
O=C(c1ccco1)N1CCN(C(=O)c2cc(-c3ccccn3)nc3ccc(Cl)cc23)CC1	11	i	-3%	-1%	4%	-14%	20%	5	7%
CC(C)CCn1c(SCC(=O)OCn2nnc3ccccc3c2=O)nc2ccccc2c1=O	1	i	-1%	nt	-5%	5%	-1%	14	8%
Cn1cc(/C=N/n2cnc3scc(-c4ccc(Cl)cc4)c3c2=O)c2ccccc21	10	i	89%*	nt	58%*	78%*	-2%	16	1%
COc1c(Cl)cc(-c2noc(C)c2C(=O)NCc2ccc3c(c2)OCO3)cc1Cl	1	i	-8%	nt	-6%	8%	-1%	0	2%
Nc1cc(N)nc(SCC(=O)Nc2ccc(Br)cc2Cl)n1	3	i	-4%	15%	-8%	4%	-2%	2	6%
C/C(=C1/SC(N2CCOCC2)=NC1=O)c1ccc(Cl)cc1	6	i	-2%	17%	10%	1%	0%	18	10%
Cc1ccc(S(=O)(=O)N2CCN(C(=O)c3cccc(F)c3)CC2)cc1	4	i	-25%	9%	-2%	-22%	-6%	1	8%
O=C1C2C3C=CC(C3)C2C(=O)N1c1cccc2cccnc12 (centres undefined)	8	i	-7%	12%	-3%	9%	3%	6	10%
Cn1nnnc1SCC(=O)N1c2ccccc2Sc2ccc(Cl)cc21	8	i	3%	6%	-1%	8%	0%	7	4%
Cn1nnnc1SCC(=O)Nc1ccccc1Cl	0	i	3%	2%	0%	3%	-4%	15	8%
CCN(CC)C(=O)c1cc2c(=O)n3ccccc3nc2s1	2	nt	0%	11%	4%	8%	-3%	0	8%
CC1(C(=O)O)CCC(C(=O)Nc2ccccc2)C1(C)C (centres undefined)	8	i	-1%	-1%	4%	6%	-2%	0	1%
COC(=O)c1c(NC(=O)c2cccs2)sc2c1CCCC2	0	i	16%	10%	-4%	21%	2%	0	11%
O=C(C1=C(O)C(=O)N(CCN2CCOCC2)C1c1ccccn1)c1cccs1 (centres undefined)	0	i	0%	-3%	4%	-9%	1%	0	-2%
O=C(Nc1nncs1)c1c(F)c(F)c(F)c(F)c1F	11	i	5%	15%	2%	6%	-2%	9	11%
COc1ccc(NC(=O)c2cnc3ccccn3c2=O)cc1OC	9	i	-2%	8%	nt	5%	3%	2	18%
COc1ccc(C(=O)N2CCCC(c3nc(-c4cccs4)no3)C2)cc1 (centres undefined)	27	i	3%	-1%	-12%	3%	-8%	9	9%
COc1ccccc1NC=C1C(=O)OC(C)(C)OC1=O	1	i	-21%	-1%	3%	-10%	4%	0	3%

Brought forward from above: six entries, then new ones.
SMILES	Spn MK inh	Spn DPM-DC inh	HPDE-C7 viability	LYP phosphatase	HT1080 viability	KRASV12 cytotoxicity	Bfl-1 inhibitors	PMK inhibit	Alkaline phosphatase	others
COC(=O)c1c(NC(=O)c2cccs2)sc2c1CCCC2	0	i	16%	10%	-4%	21%	2%	0	11%
O=C(C1=C(O)C(=O)N(CCN2CCOCC2)C1c1ccccn1)c1cccs1 (centres undefined)	0	i	0%	-3%	4%	-9%	1%	0	-2%
O=C(Nc1nncs1)c1c(F)c(F)c(F)c(F)c1F	11	i	5%	15%	2%	6%	-2%	9	11%
COc1ccc(NC(=O)c2cnc3ccccn3c2=O)cc1OC	9	i	-2%	8%	nt	5%	3%	2	18%
COc1ccc(C(=O)N2CCCC(c3nc(-c4cccs4)no3)C2)cc1 (centres undefined)	27	i	3%	-1%	-12%	3%	-8%	9	9%
COc1ccccc1NC=C1C(=O)OC(C)(C)OC1=O	1	i	-21%	-1%	3%	-10%	4%	0	3%
O=C(Nc1ccc(N2CCN(C(=O)c3ccco3)CC2)cc1)c1ccc(F)cc1	4	i	-11%	10%	0%	-2%	-1%	8	11%
CCOC(=O)c1sc(N2C(=O)C(O)=C(C(=O)c3ccco3)C2c2ccccc2)nc1C (centres undefined)	2	i	13%	2%	6%	12%	-3%	6	17%	PMK inhibit pilot replicates=1.5;Spn MK inh pilot replicates=0.0;Spn DPM-DC inh pilot screen %=0.0
CC1CCc2c(sc3ncnc(N4CCOCC4)c23)C1 (centres undefined)	10	i	-8%	7%	nt	-6%	4%	0	4%
CNc1nnc(CSc2nc3ccccc3s2)s1	6	i	nt	0%	-3%	nt	nt	11	nt
COc1ccc(O)c(C2NC(CC(C)C)(C(=O)O)C3C(=O)N(Cc4ccccc4)C(=O)C23)c1 (centres undefined)	11	i	-20%	nt	-2%	-18%	11%	14	1%
O=C(Nc1cccc(C(F)(F)F)c1)c1cccnc1	9	i	-10%	-4%	7%	-5%	-6%	5	-5%
O=C(CCc1ccccc1)Nc1cccc(-c2nnc(-c3ccco3)o2)c1	4	i	-24%	-4%	30%	-24%	4%	0	12%
COCCn1c(C)cc(C(=O)COC(=O)CCc2ccc(S(=O)(=O)N3CCOCC3)cc2)c1C	0	i	-9%	nt	-3%	-7%	0%	13	5%
CC1(CCc2ccc3c(c2)OCO3)NC(=O)c2ccccc2N1 (centres undefined)	5	nt	nt	12%	-1%	nt	nt	4	nt
CC(C)C(CC(=O)NCc1ccco1)c1ccco1 (centres undefined)	nt	nt	-33%	4%	4%	-20%	0%	nt	0%
COc1ccccc1NC(=O)CSc1nnc(C2CCCCC2)o1	10	i	-16%	-8%	16%	-6%	3%	8	16%
CC(C)OC(=O)NCCOC(=O)Nc1cccc(Cl)c1	10	i	18%	4%	-8%	10%	-6%	7	4%
CC1=C(C(=O)NCc2ccc3c(c2)OCO3)C2(CCC(C)CC2)OC1=O (centres undefined)	5	i	-5%	7%	1%	-3%	-2%	0	9%
CCCCC(CC)C(=O)Nc1ccccc1C(=O)NC(C)C (centres undefined)	5	i	6%	10%	-1%	6%	5%	3	9%
C=C(C)COc1ccc(-c2nc(N)ncc2-c2ccc(OC)cc2)c(O)c1	1	i	71%*	-7%	-1%	120%*	-7%	2	14%	PMK inhibit pilot replicates=2.5;Spn MK inh pilot replicates=1.0;Spn DPM-DC inh pilot screen %=4.5
CCc1cc2c(N3CCN(c4nnc(CC)s4)CC3)ncnc2s1	9	i	15%	3%	3%	19%	2%	13	11%
CCOc1ncccc1C(=O)OCC(=O)N1CC(=O)Nc2ccccc21	0	i	-4%	8%	12%	-2%	6%	0	6%	PMK inhibit pilot replicates=1.5;Spn MK inh pilot replicates=3.5;Spn DPM-DC inh pilot screen %=2.5
CCCCn1c2nc3ccccc3nc2c2c(=O)n(CCC(C)C)cnc21	0	i	2%	nt	-12%	1%	-1%	0	10%
CC1(C)CC2CC(C)(CN2CC(=O)C(C#N)c2ccccc2)C1 (centres undefined)	1	i	-12%	-2%	-2%	-20%	5%	12	5%
Cc1ccc(Nc2nc(N)nc(CN3CCCCCC3)n2)c(C)c1	7	i	-11%	12%	-6%	5%	-1%	9	2%
CCOC(=O)c1ccc(-n2c(N)c(C(=O)NCc3ccco3)sc2=S)cc1	0	i	4%	-2%	13%	11%	-2%	2	8%
O=C(NC1CCCC1)c1sc(=S)n2c1[nH]c(=O)c1ccccc12	26	i	79%*	-4%	0%	69%*	9%	5	0%
C=CCNc1sc(C(=O)C2CC2)c(N)c1C#N	34	i	11%	-25%	11%	13%	-7%	7	14%
c1ccc(N2CCN(c3nnnn3-c3ccccc3)CC2)cc1	4	i	-9%	-7%	1%	-4%	-5%	12	5%
